High-throughput results as filed in PubChem.
IDE cell activ – activators of human insulin-degrading enzyme in cells. P14735. HEK cells, FAbeta-B cleavage, fluorescence polarization; 0% vehicle, 100% cell-free pure enzyme wells. activation, % at 5.96 µM. actives 0.073% (n = 340,000). AID 493087;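 active = activation above the mean of all tested compounds plus 3 SD, set per screening campaign, cut at about 17% in these data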
Target sequence (P14735 whole entry, looked up): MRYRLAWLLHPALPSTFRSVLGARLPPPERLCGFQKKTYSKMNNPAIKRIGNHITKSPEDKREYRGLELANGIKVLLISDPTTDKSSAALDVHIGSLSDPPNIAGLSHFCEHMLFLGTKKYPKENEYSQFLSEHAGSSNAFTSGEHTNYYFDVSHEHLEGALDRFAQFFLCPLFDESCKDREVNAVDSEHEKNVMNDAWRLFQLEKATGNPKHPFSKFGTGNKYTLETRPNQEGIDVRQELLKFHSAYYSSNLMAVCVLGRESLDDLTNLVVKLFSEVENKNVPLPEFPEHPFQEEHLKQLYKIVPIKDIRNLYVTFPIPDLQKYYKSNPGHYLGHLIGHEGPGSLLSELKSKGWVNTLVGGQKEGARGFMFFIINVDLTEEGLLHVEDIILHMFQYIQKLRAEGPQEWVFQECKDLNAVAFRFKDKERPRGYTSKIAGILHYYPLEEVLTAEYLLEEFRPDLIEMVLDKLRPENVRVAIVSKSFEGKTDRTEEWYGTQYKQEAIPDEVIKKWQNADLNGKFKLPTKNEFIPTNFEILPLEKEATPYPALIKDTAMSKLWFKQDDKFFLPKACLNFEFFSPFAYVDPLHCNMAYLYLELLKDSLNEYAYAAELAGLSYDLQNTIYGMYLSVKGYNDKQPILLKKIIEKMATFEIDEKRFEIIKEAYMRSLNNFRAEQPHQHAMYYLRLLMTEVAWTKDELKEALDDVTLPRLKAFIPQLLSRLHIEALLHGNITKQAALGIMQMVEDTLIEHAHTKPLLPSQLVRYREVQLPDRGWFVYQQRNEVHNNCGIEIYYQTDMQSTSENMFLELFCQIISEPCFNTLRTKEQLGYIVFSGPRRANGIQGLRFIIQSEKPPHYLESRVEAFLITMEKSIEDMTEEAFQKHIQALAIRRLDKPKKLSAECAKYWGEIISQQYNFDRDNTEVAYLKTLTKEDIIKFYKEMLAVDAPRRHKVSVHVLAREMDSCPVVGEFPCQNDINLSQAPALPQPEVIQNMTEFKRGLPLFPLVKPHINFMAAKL
IDE inh – inhibits human insulin-degrading enzyme in HEK cells; FAbetaB cleavage, fluorescence polarization; inhibition, % at 5.59 µM; actives 0.41% (n = 320,000);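 active = percent inhibition above the average of all tested compounds plus 3 SD, set per screening campaign, cut at about 16% in these data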;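 also: IDE supplied by intact live HEK cells; FP after avidin binding of uncleaved biotin substrate so inhibition keeps polarization high; 0% = DMSO wells and 100% = 60 µM reference IDE inhibitor Ii1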
SUMO HTRF inh – inhibitors of human SUMOylation (UBC9); inhibition, % at 35 µM; HTRF SUMOylation assay, SAE1/SAE2 + UBC9, in vitro; actives 0.36% (n = 290,000); AID 2006; in the data active = inhibition above about 50%, passing the limit was not always enough; also: strong numbers were not always called active
VIM-2 inhibitor – blocks Pseudomonas aeruginosa VIM-2 metallo-beta-lactamase; purified VIM-2, nitrocefin hydrolysis, epi-absorbance fluorescence; inhibition, % at 5.6 µM; actives 0.89% (n = 290,000); AID 1527;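 active = inhibition above the mean of all tested compounds plus 3 SD, cutoff set per screening run, cut at about 7.5% in these data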;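 also: red hydrolysis product quenches plate fluorescence so inhibitors raise well fluorescence; 0% = enzyme with DMSO and 100% = DMSO without enzyme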
NS3 helicase inh – HCV NS3 helicase inhibition. NS3 helicase DNA unwinding, Cy5 molecular beacon fluorescence. inhibition, % at 10.9 µM. actives 0.56% (n = 290,000);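 active = inhibition above the mean of all tested compounds plus 3 SD, set per campaign, cut at about 35% in these data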;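 also: 0% = DMSO wells and 100% = thioflavine S control wells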
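Assay system: hepatitis C virus NS3 helicase domain fragment enzyme. Also added: annealed dual-labelled DNA beacon duplex, ATP-started. Timing: 1 h reaction at 25 °C, ATP-initiated. Technique: Cy5 fluorescence at 0 and 60 min, beacon hairpin quenching. Evaluation: % inhibition of unwinding. Replication: one well per compound.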
GalR3 antag – antagonists of human GalR3 | inhibition, % at 3 µM | HEK293 GalR3-CNG cAMP membrane potential fluorescence; galR3 body fused to GalR1 C-terminus | O60755 | actives 0.44% (n = 360,000);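 active = inhibition above the screen-wide average plus 3 SD, cut at about 13% in these data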;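 also: forskolin and galanin both at EC90 stimulate the cells; cAMP rise reported by CNG channel membrane potential dye signal; 0% = forskolin plus galanin with DMSO and 100% = forskolin alone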
pCIP destab – lowers stability of the mouse p/CIP coactivator protein; F442A p/CIP-EGFP cells, EGFP fluorescence, 16 h; decrease of EGFP signal, % at 10 µM; actives 0.01% (n = 290,000);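 active = EGFP signal decrease of at least 30% at 10 µM or well 3 SD below plate mean, unless failing retest; inactive = the rest, including hits failing retest or dose response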; also: some compounds called inactive have numbers as strong as hits; many of its hits are not listed in these tables
IMP-1 inh – inhibitors of Pseudomonas aeruginosa IMP-1 metallo-beta-lactamase; purified IMP-1, nitrocefin hydrolysis, epi-absorbance fluorescence; inhibition, % at 5.6 µM; actives 0.45% (n = 290,000); AID 1556;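 active = inhibition above the mean plus 3 SD of all compounds in the same screening run, cut at about 4.5% in these data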;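 also: 0% = IMP-1 with DMSO and 100% = DMSO wells lacking enzyme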
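System: purified recombinant IMP-1 beta-lactamase. Medium: Zinc- and detergent-supplemented HEPES buffer, pH 7.1. Compound: one 5.6 µM dose […]. Schedule: 15 min preincubation plus 25 min reaction at 25 °C. Technique: Epi-absorbance fluorescence, 480 nm excitation, 530 nm emission.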
CRFR2-BP antag – antagonists of CRF-binding protein/CRF-R2 receptor complex | HEK293 CRF-R2/CRF-BP, CRF-induced calcium fluorescence | inhibition, % at 11.8 µM | actives 0.59% (n = 350,000) | AID 588475;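 active = inhibition of the ligand-induced calcium signal above about 50% at the single tested concentration, limit read from the data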
* hit, by the source's call; · = not tested or not shown.

SMILES | IDE cell activ | IDE inh | SUMO HTRF inh | VIM-2 inhibitor | NS3 helicase inh | GalR3 antag | pCIP destab | IMP-1 inh | CRFR2-BP antag
O=C(Nc1ccccc1)Nc1scc2c1c(=O)oc1ccccc12 | · | 3 | 14 | -3.0 | -1 | -1 | -10 | -2.4 | -3
O=C(O)CSc1ccnc2cc(Cl)ccc12 | -4 | -2 | -12 | -3.9 | 8 | 11 | -26 | -2.9 | -5
CC(C)c1ccc(S(=O)(=O)N2CCN(C(=O)CN3C(=O)NC4(CCCCC4)C3=O)CC2)cc1 | 0 | -2 | · | · | · | 6 | · | · | 20
CSCCc1nc(SCC(=O)Nc2nnc(C)s2)[nH]c1C | 4 | 0 | -4 | -1.0 | 7 | -4 | -1 | -5.4 | 13
N#Cc1ccsc1NC(=O)CSc1nnnn1-c1ccc(O)cc1 | 5 | -3 | 20 | -0.6 | 3 | 2 | 6 | 2.0 | -7
CC1CCCN(C(=O)Cc2ccc(F)cc2)C1 (centres undefined) | 0 | 5 | 27 | -2.6 | -1 | -6 | -3 | -2.4 | -10
O=C(N1CCOCC1)N1CCN(c2ccccc2F)CC1 | 9 | 2 | 2 | -0.2 | 0 | · | 0 | 1.0 | 23
Cc1cc(NC(=O)CCC(=O)N(CC(=O)NC2CCCC2)c2ccc(Cl)cc2)no1 | 5 | 2 | 11 | -1.8 | 18 | -4 | -5 | -2.4 | 10
Cc1ccc(C(=O)/C=C/Nc2ccc(S(=O)(=O)Nc3onc(C)c3C)cc2)cc1 | -3 | 0 | -3 | -4.0 | 23 | -1 | -1 | -2.1 | 21
Cc1cc(C)c2c(Cn3ccnc3)cc(=O)oc2c1 | 0 | 1 | -9 | 2.5 | -6 | -10 | -4 | 0.3 | 7
CCOc1ccc(NC(=O)CCCCn2c(=O)[nH]c3ccsc3c2=O)cc1 | 2 | 4 | -3 | -3.8 | 12 | 5 | 17 | -1.3 | -11
COc1ccc(NC(=O)NCC(C)CSc2ccc(C)cc2)c(OC)c1 (centres undefined) | 4 | 7 | -26 | -0.6 | -5 | -12 | -4 | -2.4 | 28
CC1CCN(C(=O)CS(=O)(=O)Cc2ccccc2)CC1 | 5 | -2 | 4 | -2.0 | 0 | -7 | -2 | -2.8 | -5
C/C(N)=C(/C#N)C(=O)COC(=O)CNS(=O)(=O)c1c(F)cccc1F | 3 | -12 | 19 | 0.4 | -10 | -7 | -7 | -0.8 | 10
Cc1ccc(S(=O)(=O)c2cc3ccc(O)cc3oc2=O)cc1C | 1 | -1 | 39 | -0.1 | 10 | -13 | -12 | -2.6 | -15
Cc1ccccc1-c1nnc(CN2CCC(C)CC2)o1 | -1 | -1 | -4 | -3.2 | 5 | -8 | 11 | -1.9 | -10
Cc1nc(-c2ccc(S(=O)(=O)N3CCN(C4c5ccccc5-c5ccccc54)CC3)s2)cs1 | 6 | -1 | 0 | -1.5 | 14 | -3 | -5 | -3.6 | -26
CC(CCc1ccccc1)NC(=O)CN1CCSc2ccccc21 (centres undefined) | 3 | 0 | 18 | -1.7 | 3 | -5 | 0 | -2.4 | 13
Cc1ccc2nc(-c3ccc(NC(=O)CN(C)S(=O)(=O)c4ccccc4)cc3)sc2c1 | · | 0 | 23 | -5.5 | -5 | -5 | -10 | -0.5 | ·
CCOc1ccc(C(=O)N2CCN(Cc3ccccc3)CC2)cc1 | -4 | 9 | -9 | -0.5 | 0 | -4 | 4 | -2.5 | 19
O=c1cc(-c2ccc(F)cc2F)[nH]c2ccccc12 | · | 6 | -8 | -4.0 | 3 | · | -18 | -3.6 | ·
CCOc1cc2sc(N3CCC(C(=O)NCCCN4CCCC4=O)CC3)nc2cc1Br | -7 | -1 | -2 | -1.3 | -12 | 4 | 5 | -2.4 | 16
CC1(c2nnc(Cc3ccccc3)o2)CC(c2ccncc2)=NO1 (centres undefined) | -7 | 0 | · | · | · | -1 | · | · | -2
O=C(NC(=S)Nc1nc2c(s1)CSc1ccccc1-2)c1ccccc1 | 0 | 2 | -36 | -2.2 | 8 | -5 | 4 | -1.5 | -26
c1ccc(-c2ccc(C3=Nn4c(nnc4-c4cccs4)SC3)cc2)cc1 | · | 7 | 10 | -1.3 | -6 | 16* | -9 | -1.6 | 4
Cc1ccc(S(=O)(=O)NC(=O)NN2CC3CCCC3C2)cc1 (centres undefined) | -2 | 4 | -7 | -2.2 | 0 | -11 | 2 | -3.1 | 4
CCN1CCN(c2ccc(S(=O)(=O)N3CCOCC3)cc2NC(=O)/C=C/c2cccc(OC)c2OC)CC1 | 5 | -1 | · | · | · | -3 | · | · | 11
O=C(CC(NC(=O)c1ccccc1Cl)c1ccccc1)NCCc1ccc(Cl)cc1 (centres undefined) | 1 | 0 | 27 | -0.1 | 10 | -11 | -12 | 2.4 | 11
COc1ccccc1NC(=O)NS(=O)(=O)c1ccc(C)cc1 | -3 | -5 | 12 | -3.3 | 0 | 0 | -7 | -4.4 | -5
COCCn1c(/C=C/c2ccccc2)nc2ccccc21 | 3 | -3 | 17 | -3.7 | -5 | 3 | -6 | -2.1 | -8

An excerpt from the list above:
SMILES | IDE cell activ | IDE inh | SUMO HTRF inh | VIM-2 inhibitor | NS3 helicase inh | GalR3 antag | pCIP destab | IMP-1 inh | CRFR2-BP antag
CC(CCc1ccccc1)NC(=O)CN1CCSc2ccccc21 (centres undefined) | 3 | 0 | 18 | -1.7 | 3 | -5 | 0 | -2.4 | 13
Cc1ccc2nc(-c3ccc(NC(=O)CN(C)S(=O)(=O)c4ccccc4)cc3)sc2c1 | · | 0 | 23 | -5.5 | -5 | -5 | -10 | -0.5 | ·
CCOc1ccc(C(=O)N2CCN(Cc3ccccc3)CC2)cc1 | -4 | 9 | -9 | -0.5 | 0 | -4 | 4 | -2.5 | 19
O=c1cc(-c2ccc(F)cc2F)[nH]c2ccccc12 | · | 6 | -8 | -4.0 | 3 | · | -18 | -3.6 | ·
CCOc1cc2sc(N3CCC(C(=O)NCCCN4CCCC4=O)CC3)nc2cc1Br | -7 | -1 | -2 | -1.3 | -12 | 4 | 5 | -2.4 | 16
CC1(c2nnc(Cc3ccccc3)o2)CC(c2ccncc2)=NO1 (centres undefined) | -7 | 0 | · | · | · | -1 | · | · | -2
O=C(NC(=S)Nc1nc2c(s1)CSc1ccccc1-2)c1ccccc1 | 0 | 2 | -36 | -2.2 | 8 | -5 | 4 | -1.5 | -26
c1ccc(-c2ccc(C3=Nn4c(nnc4-c4cccs4)SC3)cc2)cc1 | · | 7 | 10 | -1.3 | -6 | 16* | -9 | -1.6 | 4
Cc1ccc(S(=O)(=O)NC(=O)NN2CC3CCCC3C2)cc1 (centres undefined) | -2 | 4 | -7 | -2.2 | 0 | -11 | 2 | -3.1 | 4
CCN1CCN(c2ccc(S(=O)(=O)N3CCOCC3)cc2NC(=O)/C=C/c2cccc(OC)c2OC)CC1 | 5 | -1 | · | · | · | -3 | · | · | 11

Next results.
SMILES | IDE cell activ | IDE inh | SUMO HTRF inh | VIM-2 inhibitor | NS3 helicase inh | GalR3 antag | pCIP destab | IMP-1 inh | CRFR2-BP antag
O=C(NCCCNC(=O)c1ccccc1F)c1ccco1 | 1 | 5 | 1 | -4.1 | -7 | -5 | -11 | -2.0 | -5
Cc1ccc2c(c1)C(=O)N(CCCCO)C2=O | 3 | -1 | -13 | -4.3 | 8 | -1 | -2 | -4.1 | 8
Cc1oc(-c2ccccc2F)nc1CS(=O)(=O)CC(=O)NC(C)CCc1ccccc1 (centres undefined) | 4 | 1 | -3 | 0.8 | -5 | -2 | -6 | -1.1 | 4
CC(C)(C)OC(=O)C[C@@H]1C/C=C\C[C@H](CC(=O)N[C@H](CO)Cc2ccccc2)C(=O)N[C@@H](Cc2ccccc2)COC1=O | 2 | 6 | · | · | · | -4 | · | · | 3
COc1ccc(-c2csc3nc(-c4cccnc4)nc(Cl)c23)cc1OC | 6 | -2 | 10 | 12* | 17 | 2 | -12 | -3.4 | 8
C[C@H](NC(=O)c1nc[nH]c1C(=O)N1CCN(c2ccccc2)CC1)c1ccccc1 | 5 | -1 | · | · | · | -2 | · | · | -6
COc1ccc(NC(=O)C(CCSC)N2C(=O)c3ccccc3C2=O)cc1 (centres undefined) | 4 | -4 | -4 | -3.1 | -3 | -5 | 1 | -1.5 | -76
COC(=O)c1sccc1N/N=C/c1cccc(OC)c1O | 3 | 2 | 20 | -2.6 | 0 | -1 | -9 | -3.3 | 14
COc1ccc(NC(=O)c2ccc3c(c2)N(C)CCS3)cc1 | -1 | 6 | 10 | -2.6 | 8 | · | 5 | -3.9 | 12
O=S(=O)(NC1CCCCC1N1CCC(O)CC1)c1ccccc1 (centres undefined) | -4 | -3 | -5 | 2.2 | 2 | -8 | -2 | 1.4 | 7
O=C(/C=C/c1ccc(Cl)c(Cl)c1)N1CCc2ccccc21 | 2 | -2 | 2 | 0.8 | -7 | -4 | 1 | -0.3 | -38
C=C1CCN([C@@H](C)C(=O)NCc2ccc(OC)cc2)S(=O)(=O)c2ccccc21 | -1 | 0 | -2 | · | · | -4 | -4 | · | 4
Fc1cccc(-n2cc(-c3ccccc3)c3c(=S)nc[nH]c32)c1 | -9 | 6 | -3 | -3.3 | 11 | -5 | 6 | -2.6 | -8
N#Cc1ccc(CN2CCN(C(=O)c3ccc(S(=O)(=O)N4CCCCCC4)cc3)CC2)cc1 | 1 | 0 | · | · | · | 0 | · | · | -1
COC(=O)c1ccccc1S(=O)(=O)N1CCC(C(=O)Nc2ccc(N3CCOCC3)cc2)CC1 | 4 | -1 | · | · | · | -1 | · | · | 5
Cc1ccc(Nc2nc(N)nc(COC(=O)C3=COCCO3)n2)cc1 | -2 | -6 | · | · | · | -2 | · | · | 1
CCOC(=O)C1CCCN(C(=O)c2cc3c(=O)n(C)c4ccccc4c3n2C)C1 (centres undefined) | -1 | 0 | -6 | 5.0 | 75* | 3 | 1 | 1.0 | 12
O=C(COC(=O)Cc1ccsc1)Nc1ccc(Br)cc1 | 0 | 3 | · | · | · | -2 | · | · | -1
CCOC(=O)CN(C(=O)CNC(=O)c1cccs1)C(C(=O)NC1CCCC1)c1cccnc1 (centres undefined) | -3 | 7 | 8 | -4.9 | -3 | -3 | 8 | -6.0 | 2
CC1(C)CC(=O)c2c(nn(-c3ccccc3)c2-c2ccncc2)C1 | -27 | 9 | 6 | -0.8 | -2 | -5 | 6 | -8.3 | -16
CS(=O)(=O)N1CCN=C1SCc1ccc([N+](=O)[O-])cc1 | -1 | -2 | 10 | -2.2 | -20 | -3 | -6 | -3.0 | -16
CCOC(=O)c1nn(-c2ccc(C)cc2)cc1O | 8 | 0 | -14 | -2.6 | 7 | -4 | -10 | 0.0 | 17
Cc1cccc(N2CCCC2=Nc2ccc(Br)cc2C#N)c1 | 6 | -4 | -8 | -2.1 | 0 | -7 | 2 | -3.7 | 14

Hits appear at their usual frequency. Share with any hit: about 3.2%.
